S1P3 antag: blocks the human S1P3 receptor. AID 485. 0.27% of 170,000 active. inhibition, % at 4.98 µM. CHO S1P3 NFAT-BLA reporter, FRET fluorescence, antagonist mode;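 active = inhibition above the plate cutoff, the mean inhibition of test wells on that plate plus 3 SD, cut at about 28% in these data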;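 also: cells challenged with S1P at its EC80 of 0.8 µM; blue over green emission ratio from cleaved BLA substrate after 4 h stimulation; 0% = S1P-stimulated wells and 100% = unstimulated DMSO-only wells; some compounds past the cut are filed as inactive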
Target sequence (Q99500 whole entry, looked up): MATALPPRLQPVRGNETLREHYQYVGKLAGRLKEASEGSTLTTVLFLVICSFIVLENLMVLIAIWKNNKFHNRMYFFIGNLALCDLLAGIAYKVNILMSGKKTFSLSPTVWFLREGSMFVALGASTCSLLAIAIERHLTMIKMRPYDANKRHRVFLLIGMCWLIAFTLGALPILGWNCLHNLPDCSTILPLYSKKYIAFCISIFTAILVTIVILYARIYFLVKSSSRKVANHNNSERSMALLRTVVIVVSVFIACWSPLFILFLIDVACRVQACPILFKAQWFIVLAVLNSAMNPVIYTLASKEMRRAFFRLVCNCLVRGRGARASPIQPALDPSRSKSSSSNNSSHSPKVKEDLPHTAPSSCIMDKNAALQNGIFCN
Redox H2O2 prof: compounds producing H2O2 with reducing agent – biochemical, NIH compound library profiling, artefact control for MLSCN library redox annotation, primary screen | DTT-dependent redox cycling H2O2, phenol red/HRP absorbance; 100% = 100 µM peroxide control, 0% = buffer | activation, % at 10 µM | 0.03% of 200,000 active;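 active = activation of at least 50% relative to the plate's high and low controls in the primary single-dose screen; inactive = activation below 50%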;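 also: compound incubated with DTT at 0.8 mM final as the reducing agent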
bIAP inh: intestinal alkaline phosphatase (bovine) inhibition; purified bovine IAP, CDP-star luminescence, 30 min; inhibition, % at 20 µM; 190,000 tested, under 10 active;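 active = over 50% inhibition of intestinal alkaline phosphatase at 20 µM in the single-dose screen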
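test system = bovine IAP enzyme | medium = DEA buffer 100 mM, pH 9.8, with MgCl2 1.0 mM, ZnCl2 0.02 mM | detection = luminescence | dosing = single compound dose of 20 µM, 2% DMSO final | incubation = 30 min reaction at room temperature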
PPARg SRC2 recr: agonists of SRC-2 recruitment by human PPARgamma. activation, % at 8 µM. 0.34% of 200,000 active. PPARgamma LBD-SRC-2 recruitment, biochemical. AID 1032. P37231; in the data active = activation above about 22%;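 also: 0% = vehicle and 100% = reference agonist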
Lmaj promast: Leishmania major promastigote growth inhibition. Leishmania major promastigotes, resazurin fluorescence viability. inhibition, % at 10 µM. 9% of 200,000 active; in the data active = inhibition above about 50%;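 also: promastigotes grown with compound for 44 hours at 28 °C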
PPARg SRC1 recr: PPARgamma-driven SRC-1 recruitment agonism | activation, % at 8 µM | 0.41% of 200,000 active | PPARgamma-SRC-1 coactivator recruitment biochemical assay | P37231; in the data active = activation above about 19%;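 also: 0% = DMSO and 100% = reference agonist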
RAM network inh: blocks the yeast RAM network. S. cerevisiae dse1pr::URA3 reporter, 5-FOA growth OD615, 2 d; analog-sensitive cbk1-as2 kinase mutant strain. inhibition, % at 50 µM. 1.8% of 190,000 active;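 active = inhibition above a set limit, 3 SD over mean compound inhibition, cut at about 8.4% in these data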;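 also: 0% = DMSO-only wells with no growth and 100% = 10 µM 1-NA-PP1 full growth; inhibition rescues growth on 5-FOA so higher OD means more RAM inhibition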
HMGR II inh: blocks class II HMG-CoA reductase of Enterococcus faecalis; purified E. faecalis HMGR, NADPH absorbance 340 nm kinetic; inhibition, % at 10 µM; 0.41% of 190,000 active; AID 1066;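 active = inhibition above a set limit, the median over all tested compounds plus 3 SD, cut at about 9.5% in these data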;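 also: enzyme runs in reverse so mevalonate oxidation gives rising NADPH absorbance; 0% = complete reaction with DMSO and 100% = background rate lacking mevalonate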
TR-FRET SRC-2 ct: counter-screen for PPARgamma SRC-2 recruitment agonists: TR-FRET artefact; hits give high values; TR-FRET ratio at 8 µM; 0.4% of 200,000 active; AID 1049; in the data active = TR-FRET ratio above about 2000; also: inactives centre near 1500
PPARg SRC-3 ag: PPARgamma-driven SRC-3 recruitment agonism; P37231; activation, % at 8 µM; biochemical PPARgamma/SRC-3 coactivator recruitment assay; 0.26% of 200,000 active; in the data active = activation above about 23%;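 also: 0% = DMSO and 100% = reference agonist; some compounds past the cut are filed as inactive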
ROMK mod: modulates human ROMK potassium channel activity; P48048; Tet-inducible ROMK, thallium flux fluorescence; actives lie on both sides; B-score at 10 µM; 2% of 130,000 active; AID 1918;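 active = signal ratio slope over the read window, or its plate-corrected B-score, at least 3 SD from the plate mean, either direction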;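 also: B-score of the F/F0 ratio slope over 7 to 12 s after thallium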
Target sequence (P48048 whole entry, looked up): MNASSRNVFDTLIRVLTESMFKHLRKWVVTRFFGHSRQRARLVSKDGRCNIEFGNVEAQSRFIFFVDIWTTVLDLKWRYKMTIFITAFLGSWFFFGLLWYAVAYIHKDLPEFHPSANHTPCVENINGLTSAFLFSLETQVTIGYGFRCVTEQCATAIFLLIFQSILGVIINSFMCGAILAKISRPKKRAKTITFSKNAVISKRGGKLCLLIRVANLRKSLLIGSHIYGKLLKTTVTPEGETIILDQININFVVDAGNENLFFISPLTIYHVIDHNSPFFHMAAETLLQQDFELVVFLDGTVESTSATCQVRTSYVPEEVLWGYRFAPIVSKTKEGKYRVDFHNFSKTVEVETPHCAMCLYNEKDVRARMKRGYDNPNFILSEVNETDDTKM
* marks the source's active call; other numbers are inactive results; . = no result given. Rows are unselected. Share with any hit: about 13%.

The opening 2 entries, ahead of the listing:
SMILES	S1P3 antag	Redox H2O2 prof	bIAP inh	PPARg SRC2 recr	Lmaj promast	PPARg SRC1 recr	RAM network inh	HMGR II inh	TR-FRET SRC-2 ct	PPARg SRC-3 ag	ROMK mod
COc1ccc(C2CC(=O)C3=C(C2)Nc2ccccc2NC3c2coc3ccccc3c2=O)cc1OC (stereo not drawn)	-13	0.2	.	-12	93*	-1	0.0	-5	1430	-2	0.97
O=C(Cc1n[nH]c(=O)[nH]c1=O)N/N=C/c1c(O)ccc2ccccc12	3	0.1	-2	10	-11	9	-0.4	-5	1672	2	-0.4

This part in full (from the top)
SMILES	S1P3 antag	Redox H2O2 prof	bIAP inh	PPARg SRC2 recr	Lmaj promast	PPARg SRC1 recr	RAM network inh	HMGR II inh	TR-FRET SRC-2 ct	PPARg SRC-3 ag	ROMK mod
COc1ccc(C2CC(=O)C3=C(C2)Nc2ccccc2NC3c2coc3ccccc3c2=O)cc1OC (stereo not drawn)	-13	0.2	.	-12	93*	-1	0.0	-5	1430	-2	0.97
O=C(Cc1n[nH]c(=O)[nH]c1=O)N/N=C/c1c(O)ccc2ccccc12	3	0.1	-2	10	-11	9	-0.4	-5	1672	2	-0.4
O=C(NCCc1ccccn1)c1cc(-c2ccc(Cl)cc2)nc2ccccc12	-34	0.4	7	11	1	3	-0.1	1	1687	-1	.
Cc1nn2cc(-c3ncc(C(F)(F)F)cc3Cl)cnc2c1Br	-21	-1.9	5	-1	2	0	4.2	-10	1502	4	1.3
COC(=O)CN1C(=S)N(C)C(=O)/C1=C/c1cccs1	3	-0.1	-8	8	3	9	2.9	-1	1722	9	-0.27
Cc1cccc(-n2cnc(C(=O)NNC(=S)Nc3ccccc3)c2)n1	13	-0.7	-64	5	87*	6	1.6	-6	1724	3	0.92
Nc1nc(COc2ccc3ccccc3c2)cs1	9	1.8	25	3	-5	-7	0.0	-2	1317	12	-1.4
O=C(NC(Cc1ccccc1)C(=O)N1CCN(c2ccccn2)CC1)c1ccco1 (stereo not drawn)	-3	1.8	0	5	3	-4	1.6	-2	1538	8	-1.2
Cc1cc(C)n2c(SCC(=O)Nc3cc(C)on3)nnc2n1	.	1.2	14	9	0	0	-0.5	-4	1521	5	.
CC(C)NS(=O)(=O)c1ccc(OCC(=O)Nc2ccc3c(c2)OCO3)c(Cl)c1	4	0.5	7	1	7	1	6.5	-4	1596	0	-0.53
CCCCC(=NCCc1c(C)[nH]c2ccc(OC)cc12)C1=C(O)CC(c2ccccc2)CC1=O (stereo not drawn)	2	0.2	0	-1	17	2	5.4	5	1586	-1	1.7
COc1ccc(C(=O)NC(=S)N2CCN(c3ccc([N+](=O)[O-])cc3)CC2)cc1	6	0.1	7	-6	-3	-4	1.7	0	1440	-3	.
Cc1ccc(S(=O)(=O)NC(=O)Nc2nnc(C)s2)cc1	.	-1.3	12	7	-4	4	-0.2	1	1450	-1	.
CCOC(=O)c1sc(Nc2nc(OC)cc(OC)n2)nc1C	-7	0.2	-24	2	54*	14	1.6	4	1635	1	-0.29
CCCCCCNCC1OCc2ccccc2CO1	-1	-0.1	21	-1	-2	-4	2.0	0	1345	-3	0.015
Cc1c(C(=O)N/N=C/C(C)C)[nH]c2ccc([N+](=O)[O-])cc12	-8	-0.6	20	8	51*	-2	-0.7	-3	1578	3	-0.85
CCC(C)(C)NC(=O)C(c1ccccn1)N(C(=O)c1csnn1)c1ccc(C)c(C)c1 (stereo not drawn)	-7	-0.9	11	-4	1	-2	1.8	-2	1581	-2	-0.14
COCCNS(=O)(=O)c1cccc2cccnc12	-28	-2.4	4	.	-10	.	1.4	1	.	.	.
Cn1c(C(C#N)/C(=N\S(=O)(=O)c2cccs2)c2ccccc2)nc2ccccc21 (stereo not drawn)	.	0.3	-8	0	-6	1	9.6*	0	1382	3	.
CCN(CC)S(=O)(=O)C1CCS(=O)(=O)C1 (stereo not drawn)	-8	-0.8	4	-4	-7	-9	2.0	-5	1551	-6	.
Cc1cccc(C(=O)N2CCC(c3nc4ccccc4s3)CC2)c1	-18	5.7	0	6	-3	3	0.1	-9	1719	3	-1.8
CCC(c1nnnn1C1CCCCC1)N1CCN(C2CCCC2)CC1 (stereo not drawn)	12	-3.4	-5	3	65*	10	0.7	4	1656	5	.
O=c1c2ccccc2nc(-c2ccc(Cl)cc2)n1C1CCS(=O)(=O)C1 (stereo not drawn)	.	-3.8	.	-2	-4	-4	.	.	1554	-3	.
Clc1ccc(-c2c[n+](Cc3cccc(Cl)c3)c3n2CCC3)cc1	-6	-0.3	16	3	100*	-1	0.4	-1	1532	-3	-0.97
COc1cccc(NC(=O)CN(C)CC(=O)Nc2ccc(C)cc2Cl)c1	-18	-0.2	-54	7	-7	3	0.5	5	1649	1	0.54
CCN(CCO)Cc1csc2ccc(Br)cc12	.	1.8	-7	1	99*	0	1.2	-3	1895	-2	0.1
COc1ccc(S(=O)(=O)N2CCC(C(=O)Nc3nnc(CCN4CCCCC4)s3)CC2)cc1	-6	1.8	-10	-2	0	0	-0.1	4	1617	-5	-0.8
CCN1CCCC1CNCC(O)COc1ccc(C(C)(C)C)cc1C (stereo not drawn)	-7	-1.1	-18	-7	86*	1	1.0	-20	1358	5	-0.42
CC(C(=O)N1CCCc2ccccc21)N1CCN(c2ccccn2)CC1 (stereo not drawn)	-11	-0.3	-6	5	-5	3	3.1	-4	1521	5	.
O=C(NCc1ccc2c(c1)OCO2)c1cc2c(s1)CSC2	-4	0.9	13	1	-3	-7	0.1	-1	1251	-3	-0.75
COc1cc2c(cc1OC)CN(Cc1cc(=O)oc3c(C)c(C)ccc13)CC2	6	0.5	16	-4	6	4	1.8	-6	1654	-1	.
COc1ccc(C(=O)NCCCN2CCOCC2)cc1S(=O)(=O)N1CCCc2ccccc21	0	-0.8	-19	16	2	10	0.8	4	1763	3	.
Cn1c(=O)n(-c2ccccc2)c(=O)c2c3c(sc21)COC(C)(C)C3	-7	-1.1	11	-5	3	-1	3.7	-3	1601	4	-1.7
Cc1oc(-c2cccc3ccccc23)nc1CN1CCC[C@H]1CO	-14	-1.1	2	-10	1	-12	-0.4	3	1392	1	-1.5
COc1cc(C(=O)NCCc2nc3ccccc3n2C)cc(OC)c1OC	.	0.6	3	8	3	-1	-0.2	4	1425	-3	.
c1ccc(Nc2cccc(Nc3ccccc3)n2)cc1	.	0.0	40	2	24	-3	1.6	1	1453	1	.
O=C(NCc1cccnc1)c1cn(-c2ccccc2)nc1-c1cccs1	8	1.4	-25	-4	1	2	-1.3	-2	1520	3	-1.3
COc1ccc(C(=O)Nc2ccc(N3CCN(Cc4ccccc4)CC3)cc2)cc1	5	1.2	-2	7	3	5	-0.1	-6	1699	6	0.32
O=C(/C=C/c1cccc(Cl)c1)Nc1ccncc1	.	1.5	16	-5	61*	1	0.7	-6	1390	-6	.
O=C(NCCN1CCN(Cc2ccccc2)CC1)C1CC(=O)N(C2CCCC2)C1 (stereo not drawn)	-1	-0.1	2	9	-6	14	0.6	-2	1743	0	.
COc1ccc(NC(=O)c2c(F)c(F)c(F)c(F)c2F)cc1Cl	0	-0.2	11	2	-5	0	3.5	-5	1652	6	.
COc1cccc(OCC(=O)Nc2ccccc2C(N)=O)c1	33	0.5	11	-1	2	2	1.2	-2	1638	6	-0.58
CCOC(=O)C(C(=O)OCC)C(C)(C)/C(C)=N\Nc1ccc([N+](=O)[O-])cc1[N+](=O)[O-]	-10	0.1	22	-3	-1	-2	9.0*	0	1526	-1	0.22
O=C(NCCCNC(=O)NC1CCCCC1)NC1CCCCC1	-6	1.0	.	4	-4	7	.	.	1631	7	.
Cc1cc(N2CCN(c3ccc(F)cc3)CC2)nc2cc(O)ccc12	.	3.1	6	2	1	18	-0.1	-4	1567	-2	.
CCOc1ccc(S(=O)(=O)N(CC(=O)O)c2ccccc2)cc1	-7	1.5	0	16	-4	2	1.2	-1	1562	2	.
CC(=O)NC1CC2CCCC(C1)N2CC(=O)Nc1ccccc1 (stereo not drawn)	.	-1.1	10	0	-1	6	0.6	0	1619	-11	-0.63
N#Cc1ccc(N2CCCC2C(=O)O)c([N+](=O)[O-])c1 (stereo not drawn)	.	2.8	7	4	-2	-1	0.8	1	1353	7	.
CCCC(=O)c1cc(F)c(N2CCN(C(=O)OCC)CC2)cc1C	-30	0.3	9	-1	-7	0	1.4	-1	1414	4	.
COc1ccc(CCNC(=O)C(=O)NCc2ccccc2)cc1OC	.	2.1	6	-14	-2	-10	2.2	3	1407	2	.
Cc1ccc(NCCNc2ccc(C)cc2)cc1	-24	0.4	13	-5	24	-2	1.1	-2	1533	7	0.14
COc1ccccc1NC(=O)CCSc1nnnn1C	-17	0.2	9	10	-4	1	2.5	-1	1723	10	.
Cc1nn(Cc2c(F)c(F)c(F)c(F)c2F)c(C)c1NC(=O)c1nn(C)cc1[N+](=O)[O-]	.	0.1	6	6	-5	2	-0.1	-2	1499	1	-0.28
Cc1cc(NC(=O)CC23CC4CC(C2)CC(CC(=O)Nc2cc(C)on2)(C4)C3)no1	-16	2.5	9	6	-1	4	1.5	1	1533	2	.
O=C(CCn1c(=O)oc2ccccc21)N1CCN(c2ccccc2Cl)CC1	-13	-0.6	-1	4	-5	-1	2.5	0	1632	3	.
O=C(/C=C/c1ccc2c(c1)OCO2)NCCSCc1ccc(Cl)cc1Cl	.	1.0	48	0	-7	0	12*	-5	1581	8	.
O=C(Cc1cccs1)Nc1ccc(-c2nnc(-c3ccco3)o2)cc1	-12	-0.9	5	2	-10	1	4.2	-5	1464	-1	-0.24
Cc1noc(C)c1COc1cccc(C(=O)Nc2ccc(OCc3ccccc3)cc2)c1	.	1.5	12	-2	53*	2	12*	2	1594	2	.
COc1ccc(CSc2nnc(CNS(C)(=O)=O)o2)cc1	.	-0.1	8	11	-5	12	0.9	-2	1628	1	0.16
CCCOc1ccc(N2C(=O)CC(N(CCc3ccc(S(N)(=O)=O)cc3)C(C)=O)C2=O)cc1 (stereo not drawn)	.	1.1	2	6	-4	-2	1.3	-5	1577	3	.

2 compounds from above, limited to RAM network inh, PPARg SRC1 recr and bIAP inh.
Structure,RAM network inh,PPARg SRC1 recr,bIAP inh
COc1ccc(CCNC(=O)C(=O)NCc2ccccc2)cc1OC,2.2,-10,6
COc1ccc(NC(=O)c2c(F)c(F)c(F)c(F)c2F)cc1Cl,3.5,0,11

(further entries)
SMILES	S1P3 antag	Redox H2O2 prof	bIAP inh	PPARg SRC2 recr	Lmaj promast	PPARg SRC1 recr	RAM network inh	HMGR II inh	TR-FRET SRC-2 ct	PPARg SRC-3 ag	ROMK mod
CCOC(=O)c1cnc(N)nc1C(F)(F)F	-10	0.5	4	-8	22	2	0.3	2	1735	2	-0.29
CCN1CCN(S(=O)(=O)CC2(C)C3CCC2(C)C(=O)C3Br)CC1 (stereo not drawn)	-6	0.1	-37	-2	38	-1	-0.6	-5	1410	2	0.24
Cc1cccc(NC(=O)CSc2nnc(-c3ccncc3)n2C)c1	-14	-0.1	9	8	5	7	-0.5	-2	1517	11	.
CCCCC1=NN(C(=O)c2ccco2)C(O)(C(F)(F)F)C1 (stereo not drawn)	-4	0.6	-7	2	3	-5	-0.5	0	1503	-1	0.33
NNC(=O)COc1cccc2cccnc12	.	0.1	.	-1	-4	-5	1.3	-3	1474	5	.

Screening results deposited in PubChem by several laboratories.
